# RGS8-Gao reg: regulators of human RGS8-Galphao interaction. P09471. multiplexed bead flow cytometry, RGS8-Galphao binding; actives lie on both sides. response (percent of control binding), % at 10 µM. 0.34% of 220,000 active. AID 1423; in the data active = response below about 60% or above about 140%; inactive = in between;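 also: Galphao activated as the GDP aluminium fluoride complex binding bead-coupled RGS8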
# Target sequence (P09471 whole entry, looked up): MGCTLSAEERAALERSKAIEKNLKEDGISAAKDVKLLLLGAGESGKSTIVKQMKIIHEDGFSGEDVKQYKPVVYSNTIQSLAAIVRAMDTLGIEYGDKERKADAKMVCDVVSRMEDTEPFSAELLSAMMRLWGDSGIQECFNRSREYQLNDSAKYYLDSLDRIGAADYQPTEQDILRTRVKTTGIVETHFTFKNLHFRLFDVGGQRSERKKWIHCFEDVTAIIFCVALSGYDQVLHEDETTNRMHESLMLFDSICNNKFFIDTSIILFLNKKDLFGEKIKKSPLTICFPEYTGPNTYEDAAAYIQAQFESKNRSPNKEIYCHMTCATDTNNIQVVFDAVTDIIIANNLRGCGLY
# Mcl1-Bid inh: Mcl-1/Bid interaction inhibition; Q07820; TR-FRET Mcl-1/Bid-Dy647 peptide binding, 1536-well; inhibition, % at 21.7 µM; 0.97% of 220,000 active;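 active = compounds that cut the binding signal by more than half at the single screening dose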;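 also: His-tagged Mcl-1 with europium anti-His antibody binding Bid BH3 peptide; 0% = Mcl-1 plus peptide wells and 100% = peptide-only wells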
# Target sequence (Q07820 whole entry, looked up): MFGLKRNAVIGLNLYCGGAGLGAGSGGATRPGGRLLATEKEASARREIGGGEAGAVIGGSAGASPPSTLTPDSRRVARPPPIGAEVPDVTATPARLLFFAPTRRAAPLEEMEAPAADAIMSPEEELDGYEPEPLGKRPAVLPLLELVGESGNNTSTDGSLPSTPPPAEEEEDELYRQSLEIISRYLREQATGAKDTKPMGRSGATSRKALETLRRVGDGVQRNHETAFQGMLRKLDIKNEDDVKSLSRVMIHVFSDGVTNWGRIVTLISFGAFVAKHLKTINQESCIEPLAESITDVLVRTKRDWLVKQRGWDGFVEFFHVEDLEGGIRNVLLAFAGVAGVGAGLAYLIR
# Pf gamet viab: inhibitors of late stage P. falciparum gametocyte viability | AID 743093 | inhibition, % at 10.9 µM | 0.065% of 150,000 active | P. falciparum stage V gametocytes, ATP luminescence, 24 h;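 active = inhibition above the mean plus 3 SD of compounds within the control limits, set per campaign, cut at about 38% in these data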;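 also: 0% = DMSO wells and 100% = medium only without gametocytes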
# Mcl1-Noxa inh: disrupts binding of human Mcl-1 to Noxa peptide | TR-FRET Mcl-1/Noxa peptide binding, 2 h | inhibition, % at 21.7 µM | 1.5% of 220,000 active | AID 1022;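 active = compounds that cut the protein-peptide binding signal by more than 50% relative to plate controls in a single-dose test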;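 also: His-tagged Mcl-1 with rhodamine Noxa BH3 peptide and terbium anti-His antibody; 0% = Mcl-1 plus Noxa peptide wells and 100% = peptide-only wells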
# * hit, by the source's call. These rows are one share of the data (hit frequency here may not be typical).
# Screens in order – RGS8-Gao reg | Mcl1-Bid inh | Pf gamet viab | Mcl1-Noxa inh
COc1cc(C(=O)NC(=S)NNC(=O)[C@H]2C[C@@H]2c2ccccc2)cc(OC)c1OC
    102 | -141 | -13 | -69
NC(=O)NC(=O)COC(=O)c1ccc2c(c1)C(=O)N(Cc1ccccc1)C2=O
    100 | 2 | 7 | 15
CCOC(=O)C1=C(C)NC(SC)=C(C#N)C1CC(C)C (stereo unspecified)
    97 | -26 | -5 | 3
N#Cc1cnn(-c2ccccc2)c1NC(=O)CN1CCN(c2ccccc2)CC1
    100 | -11 | 16 | 11
O=C(O)/C=C/c1cn(-c2ccccc2)nc1-c1cc2ccccc2oc1=O
    101 | 0 | 13 | -7
O=C(CSc1nnc2c(n1)[nH]c1ccccc12)Nc1cccc(S(=O)(=O)N2CCOCC2)c1
    97 | -104 | -10 | 47
CC(C)C(=O)NN1c2ccccc2CCc2ccccc21
    102 | -37 | -6 | -23
CC(=O)Nc1ccc(NC(=O)C(C)OC(=O)C2CCN(S(=O)(=O)c3cccs3)CC2)cc1 (stereo unspecified)
    102 | -10 | -17 | 23
Nc1ncccc1OCc1ccc(Cl)c(Cl)c1
    98 | 2 | 8 | 5
NC(=S)NNC(=O)c1cc(C(F)(F)F)cc(C(F)(F)F)c1
    98 | -40 | -19 | 2
O=C(CN1C(=O)c2ccccc2S1(=O)=O)c1ccc(F)cc1
    102 | 6 | 3 | -15
COc1ccc(OC)c(/C=N/Nc2cc(C)nc(N3CCOCC3)n2)c1
    104 | -2 | 1 | 9
Nc1c(C(=O)c2ccccc2)sc2nsc(SCCN3CCOCC3)c12
    97 | -23 | -7 | -3
CCOC(=O)c1c(C)[nH]c(N=Nc2ccccc2Cl)c1C
    100 | -12 | -26 | 3
O=S(=O)(c1cccc2cccnc12)N1CCCc2ccccc21
    100 | -9 | -9 | -13
Cc1ccc(C(=O)NC2=NCCS2)cc1
    95 | -20 | -2 | 7
Cn1c2c(c(=O)n(C)c1=O)C(c1cccc(F)c1)C(C#N)=C(N)O2 (stereo unspecified)
    101 | -39 | -6 | -5
Cc1ccc(S(=O)(=O)Nc2nc(C)c(C(=O)NN)s2)cc1
    95 | -16 | -17 | 6
Cn1c(NC(=O)c2ccccc2F)c(-c2cccs2)c(=O)c2ccccc21
    101 | 2 | 6 | 3
CN(c1ccccc1)S(=O)(=O)c1cccc(C(=O)Nc2ncn[nH]2)c1
    104 | -20 | -12 | -26
CC/C(=N\NC(N)=O)c1ccc(OC)c(OC)c1
    98 | 5 | 17 | 17
CCOC(=O)c1cnn(-c2ncnc3c2cnn3C)c1N
    101 | -25 | -16 | -8
CN(C)S(=O)(=O)c1ccc(Cl)c(NC(=O)COC(=O)CCC(=O)c2cccs2)c1
    100 | -2 | 5 | 4
COc1ccc(Cl)cc1NC(=O)Nc1cn(C)nc1C
    100 | 2 | -18 | 22
O=C(Nc1ccc(Cl)cc1)Nc1ccc(C(=O)N2CCOCC2)cc1
    101 | -23 | -6 | 15
CSc1nc(N)n(-c2cc(C(F)(F)F)ccn2)n1
    101 | 13 | -6 | 6
Cc1ccc(-n2c(SCC(=O)N/N=C/c3ccccc3C(=O)O)nnc2-c2ccc(Cl)cc2)cc1
    98 | -17 | 9 | 16
CC(C)c1nc2scc(-c3ccc(Cl)cc3)c2c(=O)n1N
    97 | -8 | -13 | -4
Fc1c(CSC(=S)N2CCOCC2)cccc1CSC(=S)N1CCOCC1
    102 | -22 | 21 | 0
CCN(CC)CCNC(=O)C(=O)Nc1ccc(C(=O)OC)cc1
    102 | 15 | 13 | 4

# An excerpt from above in order of heavy-atom count, largest number first:
# Screens in order – RGS8-Gao reg | Mcl1-Bid inh | Pf gamet viab | Mcl1-Noxa inh
Cc1ccc(-n2c(SCC(=O)N/N=C/c3ccccc3C(=O)O)nnc2-c2ccc(Cl)cc2)cc1
    98 | -17 | 9 | 16
Cn1c(NC(=O)c2ccccc2F)c(-c2cccs2)c(=O)c2ccccc21
    101 | 2 | 6 | 3
CN(c1ccccc1)S(=O)(=O)c1cccc(C(=O)Nc2ncn[nH]2)c1
    104 | -20 | -12 | -26
CCN(CC)CCNC(=O)C(=O)Nc1ccc(C(=O)OC)cc1
    102 | 15 | 13 | 4
COc1ccc(Cl)cc1NC(=O)Nc1cn(C)nc1C
    100 | 2 | -18 | 22
CSc1nc(N)n(-c2cc(C(F)(F)F)ccn2)n1
    101 | 13 | -6 | 6
Cc1ccc(C(=O)NC2=NCCS2)cc1
    95 | -20 | -2 | 7

# (further entries)
# Screens in order – RGS8-Gao reg | Mcl1-Bid inh | Pf gamet viab | Mcl1-Noxa inh
CC(C)NC(=O)NNC(=O)Cn1nnc(-c2cccc(Cl)c2Cl)n1
    98 | -9 | 1 | 10
Cc1ccc(-c2nc3ccccc3nc2NN)cc1
    99 | -99 | -4 | -22
Brc1ccc2oc(-c3ccn[nH]3)cc2c1
    100 | 17 | -8 | 7
Clc1ccc(-c2nc(-c3cnccn3)no2)cc1
    102 | -41 | 13 | -7
Cc1cc(C)c(NC(=O)CN2C(=O)NC(Cc3ccccc3)C2=O)c(C)c1 (stereo unspecified)
    102 | -7 | -1 | 8
Cc1cccn2c(=O)c3cc(C(=O)NCc4ccco4)c(=N)n(CCc4ccccc4)c3nc12
    94 | 1 | -2 | 80*
CCOC(=O)Cc1cc(=O)n2[nH]c(C(C)(C)C)cc2n1
    101 | -48 | -14 | 13
C=C(C)CNC(=S)N/N=C/c1ccco1
    99 | -43 | 5 | -5
CN(C)/C=C1/C=C(C=O)OC1=O
    96 | -21 | 8 | 9
C=CCn1c(SCc2ccccc2Cl)nnc1-c1sc2nc(C)cc(C)c2c1N
    99 | -15 | 2 | 17
O=C(c1ccoc1)N1CCC2(CC1)Oc1ccc(Cl)cc1C(=O)C21CC(c2cccnc2)=NO1 (stereo unspecified)
    101 | -13 | 8 | 7
Cc1ccc(Cn2nc(C)cc2C(=O)Nc2ccc(Cl)cc2)cc1
    102 | 6 | -5 | 2
COc1ccc(NCC(=O)n2c(C)c(C)c3ccccc32)cc1OC
    90 | -39 | 0 | -2
Cc1nc(=S)c2c([nH]1)-c1ccccc1CC21CCCCC1
    105 | -26 | -6 | -2
Cc1ccc(N2C(=O)CS/C2=N\C(=S)Nc2ccccc2)cc1
    103 | -64 | -8 | -6
S=c1[nH]nc(-c2cc(-c3ccccn3)nc3ccccc23)o1
    101 | -58 | 2 | 24
O=C1/C(=C/c2cccnc2)SC(=S)N1CCc1ccccc1
    99 | -28 | -25 | 6
CCON1C(=O)C(C)(C)N(OCC)C(=O)C1(C)C
    99 | -6 | 12 | -6
C=CCc1ccccc1OCC(O)CNC(=O)c1ccccc1C(=O)O (stereo unspecified)
    100 | -13 | 9 | -12
COCCCNC(=O)/C(C#N)=C1\N=C(NC(=O)c2cccs2)c2ccccc21
    99 | 0 | -10 | 0
COc1ccccc1NC(=S)N(CCN(C)C)C(C)c1ccncc1 (stereo unspecified)
    99 | -82 | 2 | 5
Cc1ccc(NC(=O)CSc2nnc([C@H](C)NC(=O)OC(C)(C)C)o2)c(C)c1
    101 | 8 | 12 | -2
CCNC(=O)NC(=O)C(C)OC(=O)[C@H](C)NS(=O)(=O)c1c(C)c(C)cc(C)c1C (stereo partly specified)
    90 | -44 | 1 | -24
O=C(Cc1ccc(Cl)cc1)Nc1ccc2oc(=O)ccc2c1
    102 | -7 | -10 | 14
Cc1ccc(C2N=C(N)Nc3nc(=O)c4ccccc4n32)cc1 (stereo unspecified)
    98 | 7 | 2 | 16
COCCCNC(=S)N1CCN(C)CC1
    103 | 6 | -7 | 10
Cc1cc(/C=C2\SC(=S)N(C)C2=O)c(C)n1-c1ccc(O)cc1
    104 | -51 | 0 | -8
CN(CCO)c1ncnc2c1sc1nc(N3CCOCC3)c3c(c12)CCC3
    104 | 29 | 1 | 12
CC(C)OC(=O)/C(C#N)=C/c1cn(C)c2ccccc12
    100 | 0 | 4 | -9
COc1ccc(-c2cc3nc4n(c(=O)c3s2)CCCCC4)cc1
    103 | -4 | 4 | 5
Cc1ccc(CN2CCN(/N=C/C(Br)=C\c3ccccc3)CC2)cc1
    103 | 30 | 20 | 0
O=C(O)CC1(CC(=O)NCc2ccc(-c3cccs3)cc2)CCCCC1
    99 | -5 | 8 | 15
COC(=O)c1nnn(-c2cccc(Cl)c2)c1C(=O)OC
    98 | -7 | 11 | -2
CCOc1ccc2c(c1)C(=O)c1cc(OCC(=O)O)ccc1-2
    100 | -12 | -16 | 1
COC(=O)C1CCN(C(=O)c2cc3c(=O)n4cccc(C)c4nc3n2Cc2ccccc2)CC1
    101 | -14 | -6 | -54
CC(=O)c1ccc(-n2c(=O)[nH]c(=O)c3c(N)c(C(=O)c4ccc(Cl)cc4)sc32)cc1
    102 | -46 | 26 | -39
Cc1cccc2nc(COc3ccc4ccccc4c3Br)cn12
    91 | -9 | 6 | 6
COc1ccc(-c2nnc(NC(=O)c3cccs3)s2)c(OC)c1
    101 | 15 | 3 | 44
COc1ccc(C2=NN(C(=O)CCCC(=O)O)C(c3cn(-c4ccccc4)nc3-c3ccccc3)C2)cc1 (stereo unspecified)
    97 | 0 | 13 | -13
CCC1C(C#N)=C(SCC(N)=O)NC2=C1C(=O)CC(C)(C)C2 (stereo unspecified)
    98 | -24 | 12 | 23
COc1ccc(CC(=O)OCC(=O)Nc2ccc(N3CCOCC3)cc2)cc1
    103 | -26 | -12 | -12
CCC1=C2CC[C@H]3C(=O)N(CC)C(=O)[C@H]3[C@H]2[C@@]2(Cc3ccccc3)C(=NCCOC)OC(=O)N2C1=O
    93 | -43 | -8 | -17
Cc1ccc(S(C)(=O)=NC(=O)NC(=O)c2c(Cl)cccc2Cl)cc1 (stereo unspecified)
    102 | 1 | -1 | 11
N#Cc1ccc(-c2cccnc2)nc1SCC(=O)c1ccccc1
    101 | -17 | -7 | -11
Cc1sc2c(c1C)C(O)=C(C(=O)Nc1ccccc1)S(=O)(=O)N2C
    101 | -12 | 22 | 21

# Reformatted: results already given
smiles | RGS8-Gao reg | Mcl1-Bid inh | Pf gamet viab | Mcl1-Noxa inh
Cc1ccc(S(C)(=O)=NC(=O)NC(=O)c2c(Cl)cccc2Cl)cc1 (stereo unspecified) | 102 | 1 | -1 | 11
N#Cc1ccc(-c2cccnc2)nc1SCC(=O)c1ccccc1 | 101 | -17 | -7 | -11
COC(=O)C1CCN(C(=O)c2cc3c(=O)n4cccc(C)c4nc3n2Cc2ccccc2)CC1 | 101 | -14 | -6 | -54
COC(=O)c1nnn(-c2cccc(Cl)c2)c1C(=O)OC | 98 | -7 | 11 | -2

# (next part)
# Screens in order – RGS8-Gao reg | Mcl1-Bid inh | Pf gamet viab | Mcl1-Noxa inh
O=C(CCCO)NNc1c2ccccc2nc2ccccc12
    102 | -40 | 15 | 22
CCOc1cc2c(cc1OCC)C(c1ccccc1)N(c1ccc(C(=O)O)cc1)C(=O)C2 (stereo unspecified)
    103 | -12 | 0 | 10
Cc1cc(-c2ccc(Cl)cc2)n2ncnc2n1
    96 | -18 | -1 | -2
CN(C)NC(=S)Nc1ccc(S(=O)(=O)N2CCCCC2)cc1
    100 | 24 | -74 | 0
O=C(NCC1CCCO1)c1ccccc1-c1nc(-c2ccccc2Cl)no1 (stereo unspecified)
    104 | 0 | 8 | 9
O=C(Cn1cncn1)N/N=C/c1ccccc1Cl
    103 | -12 | -10 | -8
O=S(=O)(NCc1csc(-c2cccs2)n1)c1cccc(C(F)(F)F)c1
    101 | 1 | 0 | 8
COc1ccc(C(=O)/C=C/Nc2ccccn2)c(OC)c1
    105 | -20 | -3 | 15
O=C(N/N=C1\CCS(=O)(=O)c2ccc(F)cc21)c1ccc(O)cc1
    103 | -78 | -12 | 23
Fc1ccc(-c2cc(C(F)(F)F)nc(-n3cccn3)n2)cc1
    103 | -9 | 15 | -11
CCOc1ccc(N2CSC(=S)N(c3ccc(OCC)cc3)C2)cc1
    102 | -6 | -1 | -1
O=C(NCC1CCCN(C(=O)CN2CCCCC2)C1)c1ccccc1Cl (stereo unspecified)
    100 | -16 | -24 | -13
NC(=S)N/N=C1\CCOc2ccc(Cl)cc21
    98 | -92 | -6 | -6
Cc1cc(C(=O)OCC(=O)Nc2cccc(S(=O)(=O)N(C)C)c2)c(C)o1
    100 | -65 | 3 | 12
Cc1cc(CN(C)C(=O)CC2C(=O)NCCN2Cc2c(F)cccc2Cl)on1 (stereo unspecified)
    100 | -23 | 9 | 9
CCOC(=O)Cc1csc(NC(=O)/C=C/c2ccccc2Cl)n1
    99 | -2 | -36 | -9
CC1(C)CCCC2=C1CC1C(=O)N(N)C(=O)C1C2 (stereo unspecified)
    101 | 3 | 12 | 7
CC(=O)N(CCC(Cc1ccccc1)c1ccco1)Cc1ccco1 (stereo unspecified)
    101 | -17 | -1 | 22
Oc1c(Br)cc(Br)cc1/C=N/NC(=S)N[C@H]1CC2C=CC1C2 (stereo partly specified)
    101 | -105 | 4 | -52
CCNC(=O)COC(=O)CCNC(=O)c1ccc(Cl)cc1
    101 | -10 | 5 | -10
CSc1nc(SC(C)C(=O)O)c2c3c(sc2n1)COC(C)(C)C3 (stereo unspecified)
    100 | -9 | 8 | -3

# High-throughput results as filed in PubChem BioAssay.
